Mtb FBA inh: inhibits M. tuberculosis FBA enzyme. purified M. tuberculosis FBA, fluorescence read-out. inhibition, % at 1 µM. actives 2.3% (n = 360,000); in the data active = inhibition above about 27%;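 also: 0% = vehicle and 100% = reference inhibitor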
BioA inh: BioA (M. tuberculosis) enzyme inhibition | purified M. tuberculosis BioA enzyme, plate reader | inhibition, % at 9.99 µM | actives 0.096% (n = 360,000); in the data active = inhibition above about 40%; inconclusive = no clear call, values can overlap the other calls
GDH-TPI counter: GDH-TPI coupled enzyme inhibition counter-screen. actives 1.2% (n = 360,000). AID 588335. GDH-TPI coupled enzyme counterscreen, NADH absorbance. inhibition, % at 4.8 µM; in the data active = inhibition above about 30%;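 also: 0% = DMSO wells and 100% = wells lacking the enzyme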
PrPC TRFRET: reduces human prion protein on the cell surface. actives 0.43% (n = 370,000). P04156. cell surface PrPC, TR-FRET read-out. inhibition, % at 13.8 µM. AID 720596; in the data active = inhibition above about 24%; also: 0% = median of the test wells and 100% = reference compound wells
UGM FP inh: Mtb UDP-galactopyranose mutase inhibition | AID 504406 | actives 0.06% (n = 320,000) | inhibition, % at 10 µM | purified UGM, fluorescence polarization probe displacement | P9WIQ1; in the data active = inhibition above about 10%, passing the limit was not always enough; inconclusive = no clear call, values can overlap the other calls
Target sequence (P9WIQ1 whole entry, looked up): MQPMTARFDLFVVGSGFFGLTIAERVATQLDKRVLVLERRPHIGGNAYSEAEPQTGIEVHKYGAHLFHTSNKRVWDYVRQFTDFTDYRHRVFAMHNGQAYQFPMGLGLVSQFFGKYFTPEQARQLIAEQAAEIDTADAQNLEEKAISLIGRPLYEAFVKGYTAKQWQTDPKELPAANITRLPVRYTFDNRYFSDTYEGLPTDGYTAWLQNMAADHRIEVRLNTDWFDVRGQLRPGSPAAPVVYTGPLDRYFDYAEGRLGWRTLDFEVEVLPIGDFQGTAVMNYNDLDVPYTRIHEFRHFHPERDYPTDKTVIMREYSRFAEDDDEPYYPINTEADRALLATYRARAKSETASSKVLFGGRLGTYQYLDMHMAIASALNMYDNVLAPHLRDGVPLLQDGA
FadD28 binding: inhibitors of Mycobacterium tuberculosis FadD28 bisubstrate binding | FadD28 bisubstrate probe binding, fluorescence polarization | AID 588549 | actives 0.22% (n = 360,000) | inhibition, % at 12.5 µM; in the data active = inhibition above about 8.5%, passing the limit was not always enough; inconclusive = no clear call, values can overlap the other calls
BoNT F protease: inhibitors of Botulinum neurotoxin F light chain protease. Multiplex microsphere protease cleavage assay, flow cytometry. inhibition, % at 10 µM. actives 0.22% (n = 360,000); in the data active = inhibition above about 35%, passing the limit was not always enough; inconclusive = no clear call, values can overlap the other calls; also: plate controls were buffer without enzyme for full effect and enzyme alone for no effect
Rv3671c inh: inhibits the M. tuberculosis serine protease Rv3671c; actives 0.048% (n = 320,000); inhibition, % at 5.96 µM; P9WHR9; in the data active = inhibition above about 38%;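 also: extracellular domain of Rv3671c used as enzyme; 0% = enzyme with DMSO and 100% = no enzyme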
Target sequence (P9WHR9 whole entry, looked up, the tested form may be a part): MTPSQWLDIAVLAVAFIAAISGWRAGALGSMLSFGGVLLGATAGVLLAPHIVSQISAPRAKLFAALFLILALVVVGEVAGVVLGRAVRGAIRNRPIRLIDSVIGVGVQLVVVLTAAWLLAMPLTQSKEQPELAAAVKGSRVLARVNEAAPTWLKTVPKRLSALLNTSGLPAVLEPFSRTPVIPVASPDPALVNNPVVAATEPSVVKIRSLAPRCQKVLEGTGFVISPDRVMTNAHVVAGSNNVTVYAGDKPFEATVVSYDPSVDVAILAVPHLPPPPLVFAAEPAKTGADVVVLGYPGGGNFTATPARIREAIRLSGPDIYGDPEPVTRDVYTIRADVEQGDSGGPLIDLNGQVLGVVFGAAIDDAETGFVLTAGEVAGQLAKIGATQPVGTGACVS
MazF activator: increases E. coli MazEF RNase cleavage of RNA | P0AE70 | FAM/BHQ RNA-DNA oligo cleavage fluorescence, 5 h | activation, % at 20 µM | actives 0.32% (n = 350,000); in the data active = activation above about 50%
Target sequence (P0AE70 whole entry, looked up): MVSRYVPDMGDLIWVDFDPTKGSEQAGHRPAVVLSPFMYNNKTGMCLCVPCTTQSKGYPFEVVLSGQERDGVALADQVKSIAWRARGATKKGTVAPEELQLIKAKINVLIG
An asterisk follows results filed as active; ? = inconclusive; nt = no result given; + = active, no number.

SMILES	PrPC TRFRET	BoNT F protease	Rv3671c inh	GDH-TPI counter	UGM FP inh	Mtb FBA inh	MazF activator	BioA inh	FadD28 binding
Cc1nc(-c2nc(C(=O)NNS(C)(=O)=O)cs2)cs1	-3	?	-7	4	2.0	0	8	-1.2	-0.9
O=C(c1ccco1)N1CCN(S(=O)(=O)Cc2ccccc2Cl)CC1	-7	-8	2	4	-0.3	3	-24	-1.0	-0.5
Cc1ccc(OCC(=O)N/N=C/c2ccncc2)cc1C	-1	?	2	-7	0.4	1	-1	nt	-2.9
Cc1cnc(C(=O)N2CCCC(C(=O)c3ccc(Cl)cc3C)C2)cn1 (stereo not given)	-7	10	0	-4	-1.6	-2	-2	-0.8	-0.6
CS(=O)(=O)CCC(C(=O)OCc1ccc(Br)cc1)N1C(=O)c2ccccc2C1=O (stereo not given)	8	-9	-6	1	-1.3	-4	-2	nt	0.9
COc1[nH]c2ccc(F)cc2c1C(=O)OCC1CCN(CCNS(C)(=O)=O)CC1	-11	0	6	-14	-0.7	-1	5	5.7	-4.2
O=C(CCN1c2ccccc2Sc2ccccc21)OCC(=O)N1CCN(C(=O)c2ccco2)CC1	7	-15	10	10	-0.1	1	-2	-0.5	3.6
COC(=O)C(C)N1C(=O)S/C(=C/c2cc(C)n(C(C)C)c2C)C1=O (stereo not given)	2	-15	-1	1	2.8	-8	1	-0.7	-2.5
COc1ccc2c(c1)C(c1cccs1)=NNC(c1ccncc1)=N2	-1	0	-4	7	0.8	0	242*	nt	0.4
CCC(CC)CN1CCC(CN2C(=S)NC[C@@H]2[C@@H](C)CC)CC1	0	0	nt	-11	nt	0	9	-0.4	-2.5
Cc1nn(CCC(=O)NCCc2ccccc2Cl)c(=O)c2nn(-c3ccccc3)c(C)c12	-2	4	-2	0	1.2	2	10	1.1	-3.1
COc1ccc(OC)c(N2Cc3cc(C)c(C)cc3C2)c1	-2	-47	9	12	6.0	2	16	-1.4	0.2
COc1ccc(C(=O)N2CCN(Cc3ccc4c(c3)OCO4)CC2)cc1[N+](=O)[O-]	-2	-2	2	2	6.5	0	-8	2.9	0.3
COc1cc(C(C)=O)ccc1OCC(O)CNCC1(N2CCCCC2)CCCCC1 (stereo not given)	-11	-17	-4	8	3.8	2	2	-1.2	-3.6
CCOc1ccc(N(C)S(=O)(=O)c2ccc(C)c(C(=O)N3CCN(Cc4ccc5c(c4)OCO5)CC3)c2)cc1	25*	-7	2	3	-0.2	-2	8	-1.1	-2.7
Cc1cc(/N=C/C=C2/N(C)c3ccccc3C2(C)C)n(CCC#N)n1	-1	-7	nt	23	nt	-4	-1	nt	-3.3
CN(CC(=O)Nc1ccc(Cl)c(Cl)c1)C(=O)CN1C(=O)NC2(CCCC2)C1=O	8	-14	10	-11	2.0	-2	-2	1.0	-5.0
CCOC(=O)c1c(C)n(C)c2ccc(OC)c([N+](=O)[O-])c12	-4	2	-1	9	0.6	0	0	nt	-4.9
O=C(O)C1CC=CCC1C(=O)NC12CC3CC(CC(C3)C1)C2 (stereo not given)	0	1	0	-3	-0.6	1	3	-0.3	-4.2
CCOc1ccc(-c2cc(C(=O)O)c3ccccc3n2)cc1	-6	-3	2	27	1.2	+	1	0.3	0.3
CCCC(NC(=O)c1c(C)noc1C)C12CC3CC(CC(C3)C1)C2 (stereo not given)	4	-5	-1	-2	2.3	1	9	0.2	-2.0
COC(=O)c1ccc(NC(=O)CSc2nnc(-c3ccncc3)n2C)cc1	-6	-2	-7	12	-1.9	-1	0	1.4	0.1
COc1ccc(S(=O)(=O)NC(=O)C2(C)CCN2C(=O)C2CC2)cc1 (stereo not given)	6	-5	nt	8	nt	-1	nt	-0.1	-1.6
CCCc1cc2nnc(SCC(=O)N(C)C3CCCCC3)n2c(N)n1	7	9	-4	4	0.9	-1	-3	-0.3	-1.9

One compound at a time, as listed above. Values in the order: PrPC TRFRET	BoNT F protease	Rv3671c inh	GDH-TPI counter	UGM FP inh	Mtb FBA inh	MazF activator	BioA inh	FadD28 binding
`CCC(CC)CN1CCC(CN2C(=S)NC[C@@H]2[C@@H](C)CC)CC1` as listed: 0	0	nt	-11	nt	0	9	-0.4	-2.5
`O=C(O)C1CC=CCC1C(=O)NC12CC3CC(CC(C3)C1)C2` (stereo not given) as listed: 0	1	0	-3	-0.6	1	3	-0.3	-4.2
`COc1ccc(C(=O)N2CCN(Cc3ccc4c(c3)OCO4)CC2)cc1[N+](=O)[O-]` as listed: -2	-2	2	2	6.5	0	-8	2.9	0.3

The list goes on:
SMILES	PrPC TRFRET	BoNT F protease	Rv3671c inh	GDH-TPI counter	UGM FP inh	Mtb FBA inh	MazF activator	BioA inh	FadD28 binding
Cc1c(CCC(=O)NC2CC2)c(=O)oc2cc(O)ccc12	1	0	7	15	3.2	+	3	-0.4	-1.7
CC(C(=O)NC1C=CS(=O)(=O)C1)N1C(=O)/C(=C/c2ccc(Cl)cc2)SC1=S (stereo not given)	-5	-5	-8	18	-3.1	-3	9	-1.9	-4.5
COc1ccc(NC(=O)C2CCN(C(=O)Nc3ccc(C)cc3)CC2)cc1OC	-4	-14	4	-5	-0.4	0	7	2.5	-4.2
Cc1cc(C)nc(-n2ncc3c2CC(c2ccc(C(C)C)cc2)CC3=O)n1 (stereo not given)	12	-10	-1	-5	0.8	-2	9	nt	-3.1
COc1ccc(-n2ccnc2SCC(=O)NC2CCCC2)cc1	0	-8	2	-11	-1.4	19	8	0.3	-1.6
COc1cc2c(cc1NC(=O)COC(=O)[C@@H](NS(=O)(=O)c1ccccc1)C(C)C)oc1ccccc12	10	-15	-52	2	3.1	-1	-9	nt	-3.8
O=C(Oc1ccc2ccccc2c1Cl)N1CCCCCC1	2	-10	0	9	0.0	-2	-6	nt	-2.7
COC(=O)CCCC(=O)N1CCCC(N(C)CCc2ccccc2)C1 (stereo not given)	0	?	7	2	1.2	1	3	1.5	-0.4
COc1ccc(N(CC(=O)NC2CCCCC2)S(=O)(=O)c2c(C)[nH]c(=O)[nH]c2=O)cc1	3	-4	-6	8	0.7	-1	10	-0.3	-3.2
O=C(CCNS(=O)(=O)c1ccccc1C(F)(F)F)N1CCN(S(=O)(=O)c2cccc(Cl)c2)CC1	7	-13	-6	-1	-2.5	0	0	nt	-3.8
Cc1cccc(NC(=S)N2CCN(c3ccc(F)cc3)CC2)c1	8	1	3	2	2.6	-3	-6	nt	-0.6
CCc1ccc(OCC(=O)NNC(=O)c2ccc(-n3cncn3)c([N+](=O)[O-])c2)cc1	-20	-24	nt	9	nt	-1	-15	nt	0.3
O=C(COC(=O)c1oc2ccccc2c1CSc1ccc(Cl)cc1)NC1CCCC1	-2	3	-6	-6	0.6	-2	5	nt	-5.7
Cc1cccc(NC(=O)/C=C/c2cccs2)n1	-9	-3	2	25	-1.4	-3	-2	-0.6	-3.7
CN(C)CCN(C(=O)CN1C(=O)c2ccccc2C1=O)c1nc2cc3c(cc2s1)OCCO3	5	-10	-1	2	0.7	-3	17	-0.6	-3.3
O=C(NCc1ccncc1)Nc1ccc2c(c1)OCO2	0	-2	4	7	2.3	0	-4	nt	2.4
CCCCN(C)C(=O)c1oc2ccc(S(=O)(=O)N3CCCCCC3)cc2c1C	19	-2	-3	-1	0.5	-1	0	-1.2	0.1
COc1cc2c(cc1O)[C@@H]1Cc3ccc(OC)c(O)c3CN1CC2	-14	-18	-65	10	0.8	-2	6	-1.2	0.2
NS(=O)(=O)c1ccc(CCNC(=O)CNC(=O)c2ccccc2F)cc1	6	2	-2	1	0.8	1	-1	4.5	0.8
CC1CCN(CCOCCSc2ccc(Cl)cc2)CC1	2	-2	1	0	-0.9	-1	0	nt	-0.8
Cc1ccc(CNC(=O)CSc2nc3ccccc3c(=O)n2CC2CCCO2)cc1 (stereo not given)	-6	-10	-5	10	-1.6	4	5	-2.1	-2.2
CC1=Nc2cc(Cl)ccc2Oc2ccccc21	-8	3	-4	1	5.2	0	10	nt	-1.1
CC(C)OC(=O)C1C(=O)CC(C)(O)C(C(=O)OC(C)C)C1c1ccccc1 (stereo not given)	6	-4	2	4	-2.0	0	4	nt	-2.8
CCOC(=O)C1CCCN(c2ccc(NC(=O)c3snc4c(=O)[nH]c(C)nc34)cc2)C1 (stereo not given)	2	5	-1	2	-2.0	0	4	0.5	0.2
C#CCOCCOCCOCCNc1nc(N2CCN(C(=O)CCCCCCCCCCNC(=O)[C@@H](CCSC)n3cc(CCO)nn3)CC2)nc(N2CCN(C(=O)CCCCCCCCCCNC(=O)[C@@H]([C@H](C)O)n3cc(C)nn3)CC2)n1	2	-5	-28	-4	1.2	1	25	-3.8	-4.0
CCc1nc2ccccc2n(CC)c1=O	1	11	5	1	-1.7	4	-1	2.1	-0.5
COc1cc(NC(=O)CN2C(=O)NC(c3ccccc3)(c3ccccc3)C2=O)cc(OC)c1	0	0	-30	-11	3.1	-2	1	-1.9	-15
Cc1cc(Cl)ccc1OCCCC(=O)NO	2	nt	3	11	-1.8	4	7	-3.1	-1.3
COc1ccc(Oc2c(OC)cc(NCc3ccc(CN)cc3)c3ncccc23)cc1	-6	-3	nt	9	nt	0	0	-0.3	-2.1
Cc1ccc(S(=O)(=O)N2CCN(CC(=O)N/N=C\c3ccccn3)CC2)cc1	-1	-3	6	-2	1.3	2	5	1.5	-3.4
COc1cc(CCC(=O)Nc2c(C(=O)N3CCN(c4ccccc4OC)CC3)oc3ccccc23)on1	5	4	5	2	0.3	0	6	-0.7	0.0

Rewritten with each value named: part of the list above.
SMILES: COc1cc(CCC(=O)Nc2c(C(=O)N3CCN(c4ccccc4OC)CC3)oc3ccccc23)on1
  PrPC TRFRET = 5	BoNT F protease = 4	Rv3671c inh = 5	GDH-TPI counter = 2	UGM FP inh = 0.3	Mtb FBA inh = 0	MazF activator = 6	BioA inh = -0.7	FadD28 binding = 0.0

SMILES: COc1ccc(Oc2c(OC)cc(NCc3ccc(CN)cc3)c3ncccc23)cc1
  PrPC TRFRET = -6	BoNT F protease = -3	Rv3671c inh = nt	GDH-TPI counter = 9	UGM FP inh = nt	Mtb FBA inh = 0	MazF activator = 0	BioA inh = -0.3	FadD28 binding = -2.1

SMILES: Cc1cc(Cl)ccc1OCCCC(=O)NO
  PrPC TRFRET = 2	BoNT F protease = nt	Rv3671c inh = 3	GDH-TPI counter = 11	UGM FP inh = -1.8	Mtb FBA inh = 4	MazF activator = 7	BioA inh = -3.1	FadD28 binding = -1.3
